# Y pestis TopoI – Y. pestis Topo-I inhibition via cleavage products; Y. pestis Topo-I cleavage product accumulation, plate reader; activity, % at 10 µM; 360,000 compounds, 0.064% hits; AID 504884; in the data active = activity above about 50%, passing the limit was not always enough; note: inactives centre near 2
# CCHFV vOTU inh – blocks the CCHF virus ovarian tumor domain protease; CCHFV vOTU protease, Pep-AMC fluorescence; AID 651958; inhibition, % at 11.5 µM; 370,000 compounds, 0.55% hits; in the data active = inhibition above about 30%; note: 0% = vehicle wells with enzyme and 100% = no enzyme wells
# FadD28 FP inh – inhibitors of Mycobacterium tuberculosis FadD28 bisubstrate binding; AID 588549; inhibition, % at 12.5 µM; FadD28 bisubstrate probe binding, fluorescence polarization; 360,000 compounds, 0.22% hits; in the data active = inhibition above about 8.5%, passing the limit was not always enough
# PrPC surface inh – cell surface PrPC inhibition, primary TR-FRET screen; P04156; inhibition, % at 13.8 µM; AID 720596; TR-FRET read-out; 370,000 compounds, 0.43% hits; in the data active = inhibition above about 24%; note: 0% = median of the test wells and 100% = reference compound wells
# Starred values were filed as active, the others as inactive; · = not tested or not shown. This is a subset; rates above refer to the full screens.
Structure | Y pestis TopoI | CCHFV vOTU inh | FadD28 FP inh | PrPC surface inh
C=CCN(Cc1ccc2c(c1)OCO2)C(C#CCCCC)C(C)C (stereo unspecified) | · | · | · | -4.9
CCC[C@H]1[C@@H](NC(=O)C(c2ccccc2)c2ccccc2)CC[C@@]23CCCN2C(=O)CCC[C@@H]13 | · | · | · | -1.4
COCCNC(=O)c1c(N)[nH]c(C(=O)c2ccc(Br)cc2)c1-c1c(OC)ccc2ccccc12 | · | · | · | -9.8
N[C@H](C(=O)Nc1ccc(Cl)cc1C(=O)c1ccc[nH]1)c1ccccc1 | · | · | · | -7.1
CCC[C@H]1[C@@H](OC(=O)NCc2cccc(C(F)(F)F)c2)CC[C@@]23CCCN2C(=O)CCC[C@@H]13 | · | · | · | -2.5
C[C@H](NS(=O)(=O)c1ccc([N+](=O)[O-])cc1)C(=O)NCCNC(=O)[C@@H](C)NS(=O)(=O)c1ccc([N+](=O)[O-])cc1 | · | · | · | -19.0
Nc1[nH]c(C(=O)c2ccccc2)c(-c2ccc(Cl)cc2Cl)c1C(=O)NCCC1=CCCCC1 | · | · | · | -5.1
CC(=O)OCCC(CC(C)C)NC(=O)[C@H](CC(C)C)NC(=O)OCc1ccccc1 (stereo partly specified) | · | · | · | 1.9
O=C(C1CCN(c2nc(-c3ccc(Br)cc3)cs2)CC1)N1CCNCC1 | · | · | · | -1.7
COc1ccc2c3c([nH]c2c1)C1=NCC[C@]12c1ccccc1N=CN2CC3 | · | · | · | -9.7
CC(C)(C)NC(=O)[C@H](c1cccnc1)N(C(=O)c1ccco1)c1ccc(C(C)(C)C)cc1 | · | · | · | -2.5
COC(CNC(=O)[C@H](Cc1c[nH]c2ccccc12)NC1(C(=O)NCc2ccccc2)CCCCC1)OC | · | · | · | -5.6

# Part of the list above, with values under each structure:
# Second line of a record: Y pestis TopoI, CCHFV vOTU inh, FadD28 FP inh, PrPC surface inh
COCCNC(=O)c1c(N)[nH]c(C(=O)c2ccc(Br)cc2)c1-c1c(OC)ccc2ccccc12
    ·, ·, ·, -9.8
N[C@H](C(=O)Nc1ccc(Cl)cc1C(=O)c1ccc[nH]1)c1ccccc1
    ·, ·, ·, -7.1

# Copied from the list:
# PrPC surface inh with `COC(CNC(=O)[C@H](Cc1c[nH]c2ccccc12)NC1(C(=O)NCc2ccccc2)CCCCC1)OC` stands at -5.6
# PrPC surface inh with `CCC[C@H]1[C@@H](NC(=O)C(c2ccccc2)c2ccccc2)CC[C@@]23CCCN2C(=O)CCC[C@@H]13` stands at -1.4
# PrPC surface inh with `C[C@H](NS(=O)(=O)c1ccc([N+](=O)[O-])cc1)C(=O)NCCNC(=O)[C@@H](C)NS(=O)(=O)c1ccc([N+](=O)[O-])cc1` stands at -19.0

# Next part:
Structure | Y pestis TopoI | CCHFV vOTU inh | FadD28 FP inh | PrPC surface inh
C[C@H]1[C@@H](OC(=O)Nc2ccccc2Cl)CC[C@@]23CCCN2C(=O)CCC[C@@H]13 | · | · | · | -7.9
COC(CNC(=O)[C@H](Cc1c[nH]c2ccccc12)NC1(C(=O)NC(c2ccccc2)c2ccccc2)CCCCC1)OC | · | · | · | -3.4
Cc1cccc(N2CCN(C(=O)c3cc(S(=O)(=O)N(C)C)ccc3Cl)CC2)c1C | · | · | · | -1.8
CCC[C@H]1[C@@H](N(C)Cc2cccs2)CC[C@@]23CCCN2C(=O)CCC[C@@H]13 | · | · | · | -2.6
CC(=O)Nc1sc2c(c1-c1nc(-c3ccccc3)cs1)CCN(C(C)C)C2 | · | · | · | 0.3
CCC(C)[C@H](NC(=O)C1COC(O)([C@H](Cc2ccccc2)NC(=O)[C@@H](NC(=O)OCc2ccccc2)C(C)C)CN1C)C(=O)N[C@H](C(=O)OC)C(C)C (stereo partly specified) | · | · | · | -0.7
N#CN1CCC(NS(=O)(=O)c2cccc(C(F)(F)F)c2)CC1 | · | · | · | -3.1
Cc1ccc(S(=O)(=O)N2C=C(c3ccccc3)c3ccccc3-c3ccccc32)cc1 | · | · | · | 3.8
O=C(OCC#CCSc1nnc(-c2cccc3ccccc23)o1)c1ccc(Cl)c(C(F)(F)F)c1 | · | · | · | -7.0
O=C1CCC[C@H]2Cc3nc4cccc(Cl)c4cc3C[C@]23CCCN13 | · | · | · | -9.4
CCC[C@H]1[C@@H](NC(=O)c2ccc(N(C)C)cc2)CC[C@@]23CCCN2C(=O)CCC[C@@H]13 | · | · | · | 0.1
O=C(OCC#CCSc1nnc(-c2ccccc2F)o1)c1ccc(F)cc1 | · | · | · | 7.1
CC(C)(C)OC(=O)N1CCC(N[C@@H](Cc2c[nH]c3ccccc23)C(=O)NCCc2c[nH]c3ccccc23)(C(=O)NC2CCCCC2)CC1 | · | · | · | 1.3
O=C1CC(c2ccc3ccccc3c2)N=C2N(Cc3ccc4c(c3)OCO4)C/C(=C/c3ccccc3)N12 (stereo unspecified) | · | · | · | 4.9
O=C(OCC#CCSc1nnc(-c2cccc3ccccc23)o1)c1ccccc1F | · | · | · | 5.6
COc1ccc2c3c([nH]c2c1)[C@]1(CCNC=O)Nc2ccccc2C1=NCC3 | · | · | · | -9.8
COC(=O)[C@H]1C[C@]2(C/C=C(\C)CCC=C(C)C)c3ccccc3N[C@H]2N1 | · | · | · | 2.4
C[C@@H]1CN([C@@H](C)CO)C(=O)c2cccc(NC(=O)Nc3cccc4ccccc34)c2O[C@H]1CN(C)S(=O)(=O)c1ccccc1F | · | · | · | 5.7
c1nc(NCC2CCCC2)c2cc(-c3ccc4c(c3)OCO4)ccc2n1 | · | · | · | 9.6
CC(=O)Nc1sc2c(c1-c1nc3ccccc3s1)CCN(C(C)C)CC2 | · | · | · | 2.3
N=c1c2c(ccn1CCCc1ccccc1)Oc1ccc3ccccc3c1C2c1ccccc1 (stereo unspecified) | · | · | · | 4.8
Nc1[nH]c(C(=O)c2ccccc2)c(-c2cccc3ccccc23)c1C(=O)c1c(-c2ccccc2)[nH]c2ccccc12 | · | · | · | 2.9
CCc1c(C(=O)C(C)O)c2n3c1CCC[C@@H]3CC2 (stereo partly specified) | · | · | · | -3.1
CCC[C@H]1OC(=O)[C@@H]2CCCN2C(=O)[C@H]([C@H](C)Cc2ccccc2)NC(=O)[C@@H]2CCCN2C(=O)[C@@H]2CCCN2C(=O)[C@H](C(C)C)OC(=O)[C@@H]2CCCN2C(=O)[C@H](C(C)C)NC(=O)C1(C)C | · | · | · | -2.7
Cc1cc2c(s1)c1cnn(Cc3ccc(F)cc3F)c(=O)c1n2C | · | · | · | 2.4
O=C(OCC#CCSc1nnc(-c2cccc3ccccc23)o1)c1ccsc1 | · | · | · | -4.1
CCC[C@H]1[C@@H](OC(=O)NCc2cccnc2)CC[C@@]23CCCN2C(=O)CCC[C@@H]13 | · | · | · | -5.0
COc1ccc(C(=O)Nc2cc(Cl)c(Br)cc2C(=O)O)cc1 | · | · | · | 3.0
Cc1ccc(NC(=O)C2CC3CCC2C3)cc1 (stereo unspecified) | · | · | · | -1.9
O=C1CCC[C@H]2Cc3nc4cc5c(cc4cc3C[C@]23CCCN13)OCO5 | · | · | · | 10.3
C[C@H]1[C@H](NC(=O)c2ccc(C(F)(F)F)cc2)CC[C@@]23CCCN2C(=O)CCC[C@@H]13 | · | · | · | 0.3
C[C@H]1[C@@H](OC(=O)NCc2ccco2)CC[C@@]23CCCN2C(=O)CCC[C@@H]13 | · | · | · | -9.1
Cc1cccc(C)c1OCc1cccc(C2Nc3ccccc3C(=O)N2Cc2ccco2)c1 (stereo unspecified) | · | · | · | 4.4
C[n+]1cc(C(O)(c2ccccc2)c2ccccc2)n2ccccc21 | · | · | · | -1.7
CCC[C@H]1[C@@H](OC(=O)NCc2ccc(OC)cc2)CC[C@@]23CCCN2C(=O)CCC[C@@H]13 | · | · | · | 6.9
O=C(c1cccc(Cl)c1)N1CCN(c2ccnc3cc(Cl)ccc23)CC1 | · | · | · | 2.3
CCOc1ccc(CCNC(=O)c2ccccn2)cc1OCC | · | · | · | -3.2
C[C@H]1C(=O)N2[C@@H](C[C@]3(c4c[nH]c5ccccc45)c4ccccc4N(S(=O)(=O)c4ccccc4)[C@H]23)C(=O)N1C | · | · | · | -1.5
O=C(OCc1ccccc1)[C@H](Cc1ccccc1)NC(=O)[C@@H]1CC=C[C@@H]2CCN(C3CCCCC3)C(=O)[C@@H]21 | · | · | · | -1.5
CN=C1S/C(=C/c2cc(C)n(-c3ccc(Cl)cc3F)c2C)C(=O)N1C | · | · | · | 9.5
N=c1c2c(ccn1Cc1ccccc1)Oc1ccc3ccccc3c1C2c1ccccc1 (stereo unspecified) | · | · | · | 16.6
O=C(OCC#CCSc1nnc(-c2ccccc2Cl)o1)c1ccc(F)cc1 | · | · | · | -4.5
Cc1cc(C)cc(-c2c(C(=O)c3ccc(Br)cc3)[nH]c(N)c2C(=O)NCc2ccc(Cl)cc2)c1 | · | · | · | 5.8
Cc1ccc(CN[C@@H]2CC[C@@]34CCCN3C(=O)CCC[C@H]4C2)cc1 | · | · | · | -7.8
CCCCCCNC(=O)c1c(N)[nH]c(C(=O)c2ccccc2)c1-c1ccc(O)cc1 | · | · | · | -8.4
COc1ccc(Oc2c(Cl)cnn(-c3cc(C)cc(C)c3)c2=O)cc1 | · | · | · | 16.9
CCCC1CCC2(CC1)CCC2OC(=S)NCc1ccc(Cl)cc1 (stereo unspecified) | · | · | · | -0.5
CN1C2=N[C@@H](c3ccc(Br)cc3)CC(=O)N2/C(=C\c2ccccc2)[C@@H]1c1ccccc1 | · | · | · | -6.3
COC(=O)[C@H](C)NC(=O)[C@@H]1CCCN1C(=O)CNP(=O)(OCc1ccccc1)OCc1ccccc1 | · | · | · | -7.2
O=c1c2ccc(F)cc2nc2sc(Nc3ccc4c(c3)CCC4)nn12 | · | · | · | -7.5
Fc1ccc(CC2CCN(c3ncnc4sccc34)CC2)cc1 | · | · | · | 20.8
C=CCN(Cc1ccc(OC)cc1OC)C(C#CCCCC)c1ccccc1 (stereo unspecified) | · | · | · | 1.5
O=C1CCC[C@H]2C[C@H](NCc3ccc(Cl)c(C(F)(F)F)c3)CC[C@]23CCCN13 | · | · | · | -1.9
Cc1cc(C)cc(S(=O)(=O)N2CCN(c3nc(-c4cccs4)nc4ccccc34)CC2)c1 | · | · | · | -7.0
O=C(CSc1nc2ccccc2c(=O)[nH]1)NC1CCCCC1 | · | · | · | 13.7
COc1cc(Cn2cc([C@]34C[C@H]5C(=O)N(C)CC(=O)N5[C@H]3N(S(=O)(=O)c3ccccc3)c3ccccc34)c3ccccc32)cc(OC)c1 | · | · | · | 2.5
COc1ccc(/C=C2/C(=O)N(c3ccccc3)N=C2C)cc1 | -5.7 | · | -4.0 | ·
COc1cccc(/C=N/NC(=O)NC23CC4CC(CC(C4)C2)C3)c1O | 25.0 | · | 1.9 | ·
COc1ccc(-n2c(SCC(=O)Nc3ccc4c(c3)OCCO4)nnc2-c2ccc(Cl)cc2)cc1 | · | 7.2 | · | 3.6
O=S1(=O)c2ccc(N3CCC[C@@H]3CO)cc2O[C@@H]2CCN1C2 | · | -6.1 | · | -5.2

# (more compounds)
Structure | Y pestis TopoI | CCHFV vOTU inh | FadD28 FP inh | PrPC surface inh
COC(=O)[C@]12C[C@H](CC(=O)NCc3cccc4ccccc34)C(=O)N(Cc3ccco3)C1=C[C@H](COCc1ccccc1)O[C@@H]2C | · | 17.4 | · | 7.1
Cc1ccc(-c2nc(C3CCCN(S(=O)(=O)c4ccc(Br)s4)C3)no2)cc1 (stereo unspecified) | · | 7.4 | · | -5.9
C#CCN(C1CC1)S(=O)(=O)c1ccccc1Br | · | -6.3 | · | 1.6
Cc1ccc(NC(=O)Cc2cccc(F)c2)c(S(=O)(=O)N2CCOCC2)c1 | · | 0.0 | · | -4.2
Cc1nc2ccc(S(=O)(=O)NCC(=O)N(C)Cc3ccccc3F)cc2s1 | · | -4.1 | · | -0.1
O=C(OC12CCCN(C1)/C(=C/c1ccc(Cl)cc1)C2)c1cccc(F)c1 (stereo unspecified) | · | 5.3 | · | 4.9
COC(=O)C[C@H]1CC[C@H]2[C@H](COc3ccc(NC(=O)Nc4ccccc4F)cc3C(=O)N2C)O1 | · | 18.7 | · | 6.8
Cc1nc2ccc(S(=O)(=O)NCC(=O)NCc3cccs3)cc2s1 | · | 4.1 | · | -1.2
C[C@@H]1[C@@H](c2ccccc2)c2cc3ccccc3nc2-c2nc3ccccc3cc2[C@@H]1C(=O)N1CCCC1 | · | -0.3 | · | 9.2
COC(=O)C1CN(CCO)CCS(=O)(=O)N1Cc1cn(Cc2cccc(Cl)c2)nn1 (stereo unspecified) | · | -7.2 | · | -3.5
COC(=O)[C@]12C[C@H](CC(=O)NCc3cccc4ccccc34)C(=O)N(Cc3ccc(Cl)cc3Cl)C1=C[C@H](C1CCCC1)O[C@@H]2C | · | 17.1 | · | -4.5
CN(Cc1ccccc1)C(=O)OCc1cn(Cc2ccccc2C(F)(F)F)nn1 | · | 8.7 | · | 2.9
COc1ccc(C2NC(C(=O)O)CS2)cc1COCC(F)(F)F (stereo unspecified) | · | -15.6 | · | 2.7
CCN1CCN(Cc2cc(C(C)(C)C)c(O)c(C(C)(C)C)c2)CC1 | · | -3.1 | · | -3.6
O=C(CSc1nnc(-c2cccnc2)n1-c1ccc(Cl)cc1)Nc1ccc(S(=O)(=O)Nc2nccs2)cc1 | · | 6.1 | · | 2.1
COc1ccccc1CCNC(=O)CSc1nc2c([nH]1)c(=O)n(C)c(=O)n2C | · | 4.2 | · | 3.6
CCn1c(SCC(=O)c2ccc(-c3ccccc3)cc2)nnc1-c1ccccc1OC | · | 9.7 | · | 7.7
O=C(NCCc1c[nH]c2ccccc12)OCc1cn(Cc2ccc(F)c(F)c2)nn1 | · | -6.5 | · | 17.4
O=C(c1cccc(F)c1)n1ccc2ccc(-c3ccc4ccn(Cc5ccccc5)c4c3)cc21 | · | 4.5 | · | -5.9
N#Cc1ccccc1NCCCN1CCC(C(O)(c2ccccc2)c2ccccc2)CC1 | · | 6.8 | · | -14.8

# From PubChem
